Screening data: PubChem, NCI
Growth percent in the NCI-60 one-dose screen (48 h, 10 µM unless noted): 100 = growth as untreated, 0 = no growth, -100 = all killed.
BT-549 = BT-549 breast cancer; AID 1794793; 78,000 tested, 4.4% active
SR = SR leukemia cells. 73,000 tested, 8.7% active. AID 1794780
MDA-MB-231 = MDA-MB-231 breast cancer | 81,000 tested, 5% active | AID 1794789
MOLT-4 = MOLT-4 leukemia cells; 80,000 tested, 6.9% active; AID 1794779
K-562 = K-562 leukemia; 78,000 tested, 7.4% active
MDA-MB-435 = MDA-MB-435 melanoma; 82,000 tested, 7.8% active; AID 1794794
MDA-MB-468 = MDA-MB-468 breast cancer. 78,000 tested, 8.5% active. AID 2202374
MCF7 = MCF7 breast cancer | 82,000 tested, 6.3% active
* marks the source's active call; other numbers are inactive results; & = joins results of further samples. The calls were made as follows: active = growth percent below 10; inactive = the rest.

Screening Cn1c(=O)cc(NC(=O)CN2CCN(c3cc4c(cc3F)c(=O)c(C(=O)O)cn4C3CC3)CC2)[nH]c1=O returned BT-549 105.0, SR 102.7, MDA-MB-231 98.5, MOLT-4 107.4, K-562 100.0, MDA-MB-435 100.9, MDA-MB-468 92.6 and MCF7 94.2.
Screening COc1ccc(C(=O)c2sc3nc(C)cc(C)c3c2N)cc1OC returned BT-549 93.2, SR 83.5, MDA-MB-231 56.3, MOLT-4 96.4, K-562 92.6, MDA-MB-435 91.8, MDA-MB-468 88.0 and MCF7 84.0.
`CCCCCN(CCCCC)C(C)C(O)c1ccc2cc(Cl)c3ccccc3c2c1` (centres undefined) gave BT-549 110.1, SR 84.7, MDA-MB-231 92.7, MOLT-4 98.6, K-562 81.4, MDA-MB-435 102.7, MDA-MB-468 91.0 and MCF7 90.6.
`CNc1n[nH]c(-c2ccccc2)n1` gave BT-549 98.0, SR 88.1, MDA-MB-231 103.1, MOLT-4 101.8, K-562 121.1, MDA-MB-435 94.5 and MCF7 107.8.
COc1ccc(C2=NN(C(N)=S)C(c3cc4ccccc4[nH]c3=O)C2)cc1 (centres undefined) was read as BT-549 138.9, SR 70.9, MDA-MB-231 107.9, MOLT-4 80.0, K-562 90.2, MDA-MB-435 108.0, MDA-MB-468 115.6 and MCF7 71.2.
`COC(=O)CN1C(=O)c2cc(-c3ccccc3)nc(C)c2C1=O` gave MDA-MB-231 96.9, MOLT-4 90.3, K-562 102.3, MDA-MB-435 98.9, MDA-MB-468 107.6 and MCF7 110.7.
Screening Fc1ccc(C(c2ccc(F)cc2)C(Cl)(Cl)Cl)cc1 returned BT-549 112.5, SR 94.6, MDA-MB-231 110.3, MOLT-4 95.4, K-562 95.7, MDA-MB-435 111.2, MDA-MB-468 111.7 and MCF7 105.5.
Screening COc1cc(C2CC(c3ccc(N4CCOCC4)cc3)=NN2c2nc(-c3ccc(Cl)cc3)c(C#N)c(N3CCOCC3)n2)cc(OC)c1OC (centres undefined) returned BT-549 101.2, SR 68.6, MDA-MB-231 95.3, MOLT-4 78.6, K-562 75.7, MDA-MB-435 95.3, MDA-MB-468 74.6 and MCF7 77.7.
CC(=O)NC1c2ccccc2Oc2ccccc21 was read as BT-549 86.4, SR 95.6, MDA-MB-231 104.0, MOLT-4 86.3, K-562 99.7, MDA-MB-435 105.5, MDA-MB-468 108.9 and MCF7 97.6.
C/C(=C\CCc1ccsc1)CC/C=C(\C)CCCN1CCOCC1 was read as BT-549 102.3, SR 92.5, MDA-MB-231 89.9, MOLT-4 94.5, K-562 73.0, MDA-MB-435 99.1, MDA-MB-468 75.7 and MCF7 95.4.
For COc1cc(-c2nn(-c3cccc(F)c3)cc2CO)ccc1O the results were BT-549 94.0, SR 91.5, MDA-MB-231 81.3, MOLT-4 91.2, K-562 89.6, MDA-MB-435 110.4, MDA-MB-468 81.5 and MCF7 56.3.
CC1(C)CC(=O)C2=C(C1)N(c1ccc(OC(F)(F)F)cc1)C(N)=C(C#N)C2c1ccc(Cl)cc1Cl (centres undefined) was read as BT-549 101.9, SR 86.7, MDA-MB-231 90.9, MOLT-4 89.7, K-562 89.4, MDA-MB-435 97.8, MDA-MB-468 88.3 and MCF7 77.7.
For C=CCOC(=O)Nc1ccccc1 the results were BT-549 103.4, SR 105.7, MDA-MB-231 110.0, MOLT-4 104.9, K-562 107.3, MDA-MB-435 96.3 and MDA-MB-468 103.1.
CCOC(=O)c1c2c(c3ccc4c5ccccc5ccc4n13)C(=O)c1ccccc1C2=O was read as BT-549 131.5, SR 94.5, MDA-MB-231 95.6, MOLT-4 107.2, K-562 110.8, MDA-MB-435 114.5, MDA-MB-468 103.8 and MCF7 89.8.
CCOC(=O)C(C#N)C(C)(C)C[N+](=O)[O-] (centres undefined) was read as BT-549 119.9, SR 90.8, MDA-MB-231 102.7, MOLT-4 105.2, K-562 104.1, MDA-MB-435 100.8, MDA-MB-468 97.0 and MCF7 105.7.
Screening CCCC(=O)NC(c1cccnc1)c1cc(C)c2cccnc2c1O (centres undefined) returned BT-549 69.5, SR 22.3, MDA-MB-231 35.5, MOLT-4 18.8, K-562 22.6, MDA-MB-435 59.7, MDA-MB-468 19.8 and MCF7 10.6.
For COc1cc2ccccc2cc1N=C=O the results were BT-549 94.4, SR 94.5, MDA-MB-231 82.1, MOLT-4 90.7, K-562 103.0, MDA-MB-435 105.3, MDA-MB-468 102.3 and MCF7 75.1.
`COc1ccc2c(CCC(c3ccccc3)c3ccccc3)c3[n+](cc2c1OC)CCc1cc2c(cc1-3)OCO2` gave BT-549 -29.1*, SR -29.9*, MDA-MB-231 -28.7*, MOLT-4 -10.1*, K-562 6.1*, MDA-MB-435 -72.0*, MDA-MB-468 -29.9* and MCF7 9.9*.
For COc1cc(C2c3cc(O)c(OC)cc3CC(C(=O)O)C2CO)ccc1O (centres undefined) the results were BT-549 91.2, SR 87.2, MDA-MB-231 99.9, MOLT-4 89.9, K-562 95.5, MDA-MB-435 109.8, MDA-MB-468 112.2 and MCF7 97.6.
Screening Clc1ccc(C2CC(c3cccc(Nc4ccnc5cc(Cl)ccc45)c3)=NN2c2ccccc2)cc1 (centres undefined) returned BT-549 89.6, SR 57.8, MDA-MB-231 81.1, MOLT-4 41.5, K-562 70.9, MDA-MB-435 83.4, MDA-MB-468 70.5 and MCF7 77.6.
Nc1nc(Nc2ccccc2)nn1Cc1ccccc1 was read as BT-549 114.8, SR 93.6, MDA-MB-231 103.2, MOLT-4 86.6, K-562 93.0, MDA-MB-435 97.8, MDA-MB-468 97.7 and MCF7 94.6.
Screening Cc1nc(Nc2cccc(NC(=S)Nc3ccccc3)c2)c2ccccc2n1 returned BT-549 97.1, SR 109.3, MDA-MB-231 95.6, MOLT-4 97.4, K-562 100.5, MDA-MB-435 102.1, MDA-MB-468 109.3 and MCF7 91.7.
CC1=N/C(=C\c2ccccc2Cl)C(=O)N1CCc1ccc(S(N)(=O)=O)cc1 was read as BT-549 104.4, SR 84.4, MDA-MB-231 104.4, MOLT-4 92.0, K-562 102.1, MDA-MB-435 108.3, MDA-MB-468 101.6 and MCF7 99.2.
Cc1ccc(O)c[n+]1[O-] was read as BT-549 104.3, SR 96.7, MDA-MB-231 110.1, MOLT-4 105.9, K-562 114.3, MDA-MB-435 98.0, MDA-MB-468 91.0 and MCF7 94.6.
For O=C1/C(=C/c2ccc(Br)cc2)Sc2c(Br)cccc21 the results were BT-549 93.4, SR 91.4, MDA-MB-231 83.7, MOLT-4 99.4, K-562 101.5, MDA-MB-435 103.4, MDA-MB-468 101.1 and MCF7 73.5.
O=C(Nc1cc(Cl)cc(Cl)c1)Oc1c(Cl)c(Cl)c(Cl)c(Cl)c1Cl was read as BT-549 74.9, SR 64.5, MDA-MB-231 77.8, MOLT-4 63.5, K-562 41.4, MDA-MB-435 75.9, MDA-MB-468 100.9 and MCF7 83.0.
For Nc1nc(-c2ccccc2)[nH]c(=O)n1 the results were SR 97.4, MDA-MB-231 107.4, MOLT-4 104.6, K-562 109.4, MDA-MB-435 112.7, MDA-MB-468 118.4 and MCF7 98.3.
N=C1/C(=C2\Nc3ccccc3S2)CC(=O)N1c1ccc(SC(F)F)cc1 was read as BT-549 80.4, SR 40.8, MDA-MB-231 75.8, MOLT-4 27.1, K-562 42.6, MDA-MB-435 73.2 and MCF7 61.4.
For O=c1oc2c(Cl)cc(Cl)cc2cc1-c1cs/c(=N/N=C\c2ccc(Cl)cc2)n1/N=C/c1ccc(Cl)cc1 the results were BT-549 103.2, SR 86.9, MDA-MB-231 96.5, MOLT-4 97.8, MDA-MB-435 105.3, MDA-MB-468 109.1 and MCF7 97.8.
CC1(C)CC(=O)C2=C(C1)Oc1nc(N)c(C#N)c(N)c1C2c1ccc(F)cc1 (centres undefined) was read as BT-549 100.1, SR 55.3, MDA-MB-231 88.7, MOLT-4 74.4, K-562 85.9, MDA-MB-435 111.5 and MCF7 108.8.
COc1ccc(-c2nc(SCCC(C)C)[nH]c(=O)c2C#N)cc1 was read as BT-549 104.9, SR 118.1, MDA-MB-231 102.5, MOLT-4 102.4, K-562 98.2, MDA-MB-435 101.2, MDA-MB-468 100.8 and MCF7 93.4.
`CC/C(=C(\c1ccc(OCCN2CCOCC2)cc1)c1ccc(OC(=O)c2ccccc2)cc1)c1ccc(Cl)cc1` gave BT-549 113.1, SR 84.5, MDA-MB-231 106.1, MOLT-4 88.8, K-562 80.0, MDA-MB-435 110.9, MDA-MB-468 105.7 and MCF7 70.2.
Screening COc1ccc(-c2nc(SCC(C)C)nc(N3CCOCC3)c2C#N)cc1 returned BT-549 94.5, SR 61.3, MDA-MB-231 93.6, MOLT-4 87.8, K-562 89.9, MDA-MB-435 93.2, MDA-MB-468 98.5 and MCF7 89.9.
`COc1ccc(NC(=O)Cc2ccc(N=C(N)N=C(N)N)cc2)cc1` gave BT-549 109.9, SR 103.7, MDA-MB-231 107.4, MOLT-4 106.1, K-562 101.4, MDA-MB-435 103.1, MDA-MB-468 116.6 and MCF7 96.3.
COc1cc(OC)cc(-c2cncn2-c2ccc(-c3nc4cc(OC)cc(OC)c4s3)cc2)c1 was read as BT-549 46.6, SR 35.5, MDA-MB-231 66.5, MOLT-4 44.3, K-562 19.2, MDA-MB-435 -16.3*, MDA-MB-468 4.0* and MCF7 20.9.
Screening N#Cc1c(Cl)cccc1N1CCSCC1 returned BT-549 93.6&90.1, MDA-MB-231 104.7, MOLT-4 18.8&85.5, K-562 96.2&89.1, MDA-MB-435 105.2&102.1, MDA-MB-468 84.8&95.5 and MCF7 94.2&103.1.

An excerpt from above in order of formula weight, high to low:
For O=c1oc2c(Cl)cc(Cl)cc2cc1-c1cs/c(=N/N=C\c2ccc(Cl)cc2)n1/N=C/c1ccc(Cl)cc1 the results were BT-549 103.2, SR 86.9, MDA-MB-231 96.5, MOLT-4 97.8, MDA-MB-435 105.3, MDA-MB-468 109.1 and MCF7 97.8.
COc1cc(OC)cc(-c2cncn2-c2ccc(-c3nc4cc(OC)cc(OC)c4s3)cc2)c1 was read as BT-549 46.6, SR 35.5, MDA-MB-231 66.5, MOLT-4 44.3, K-562 19.2, MDA-MB-435 -16.3*, MDA-MB-468 4.0* and MCF7 20.9.
For O=C1/C(=C/c2ccc(Br)cc2)Sc2c(Br)cccc21 the results were BT-549 93.4, SR 91.4, MDA-MB-231 83.7, MOLT-4 99.4, K-562 101.5, MDA-MB-435 103.4, MDA-MB-468 101.1 and MCF7 73.5.
N=C1/C(=C2\Nc3ccccc3S2)CC(=O)N1c1ccc(SC(F)F)cc1 was read as BT-549 80.4, SR 40.8, MDA-MB-231 75.8, MOLT-4 27.1, K-562 42.6, MDA-MB-435 73.2 and MCF7 61.4.
CC1(C)CC(=O)C2=C(C1)Oc1nc(N)c(C#N)c(N)c1C2c1ccc(F)cc1 (centres undefined) was read as BT-549 100.1, SR 55.3, MDA-MB-231 88.7, MOLT-4 74.4, K-562 85.9, MDA-MB-435 111.5 and MCF7 108.8.
`COc1ccc(NC(=O)Cc2ccc(N=C(N)N=C(N)N)cc2)cc1` gave BT-549 109.9, SR 103.7, MDA-MB-231 107.4, MOLT-4 106.1, K-562 101.4, MDA-MB-435 103.1, MDA-MB-468 116.6 and MCF7 96.3.
COc1ccc(-c2nc(SCCC(C)C)[nH]c(=O)c2C#N)cc1 was read as BT-549 104.9, SR 118.1, MDA-MB-231 102.5, MOLT-4 102.4, K-562 98.2, MDA-MB-435 101.2, MDA-MB-468 100.8 and MCF7 93.4.
Screening N#Cc1c(Cl)cccc1N1CCSCC1 returned BT-549 93.6&90.1, MDA-MB-231 104.7, MOLT-4 18.8&85.5, K-562 96.2&89.1, MDA-MB-435 105.2&102.1, MDA-MB-468 84.8&95.5 and MCF7 94.2&103.1.
For Nc1nc(-c2ccccc2)[nH]c(=O)n1 the results were SR 97.4, MDA-MB-231 107.4, MOLT-4 104.6, K-562 109.4, MDA-MB-435 112.7, MDA-MB-468 118.4 and MCF7 98.3.

Continued:
Screening CCCc1ncc(C[n+]2ccccc2C)c(N)n1 returned BT-549 98.8, MDA-MB-231 91.5, K-562 123.2, MDA-MB-435 106.1, MDA-MB-468 108.2 and MCF7 109.6.
`COc1ccccc1-c1cn2c(ccc3ccccc32)n1` gave BT-549 82.8, SR 117.8, MDA-MB-231 84.1, MOLT-4 90.5, K-562 96.9, MDA-MB-435 93.7, MDA-MB-468 90.1 and MCF7 60.6.
Screening O=C(Nc1cccc(Br)c1)c1cc(=O)[nH]c2ccccc12 returned BT-549 82.1, SR 81.0, MDA-MB-231 93.6, MOLT-4 96.1, K-562 55.8, MDA-MB-435 101.1 and MCF7 84.0.
`COc1ccc(OC)c(-n2cc(C#N)c(N)c2C(=O)c2cccnc2)c1` gave BT-549 108.6, SR 95.0, MDA-MB-231 101.6, MOLT-4 102.8, K-562 103.1, MDA-MB-435 103.9, MDA-MB-468 100.2 and MCF7 91.8.
c1cc2c(cc1CNC1CCCCC1)OCO2 was read as BT-549 106.0, SR 91.6, MDA-MB-231 113.5, MOLT-4 90.2, K-562 87.0, MDA-MB-435 103.9, MDA-MB-468 118.1 and MCF7 97.4.
Screening C#Cc1nc(C2=C(C)C(OC(=O)CCC(=O)O)CC2)cs1 (centres undefined) returned BT-549 101.6, SR 64.1, MDA-MB-231 104.3, MOLT-4 106.4, K-562 104.0, MDA-MB-435 105.8, MDA-MB-468 99.6 and MCF7 87.6.
Screening CC(C)N(Sc1nc2ccccc2s1)Sc1nc2ccccc2s1 returned BT-549 89.6, SR 103.0, MDA-MB-231 86.9, K-562 128.1, MDA-MB-435 94.6, MDA-MB-468 91.1 and MCF7 91.7.
`COC(=O)C1CC(c2ccccc2)N(c2ccccc2)O1` (centres undefined) gave BT-549 98.4, SR 99.7, MDA-MB-231 106.0, MOLT-4 96.8, K-562 99.0, MDA-MB-435 103.5, MDA-MB-468 99.3 and MCF7 93.5.
